From PubChem
core dimer inh: inhibitors of HCV core protein dimerization, primary screen, biochemical, TR-FRET, high-throughput | AID 1899, 2009 | TR-FRET GST/Flag-core106 dimerization, 1536-well | actives 0.33% (n = 300,000) | inhibition, % at 5 µM;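 active = inhibition above the mean of all tested compounds plus 3 SD, set per screening campaign, cut at about 45% in these data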
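Assay system: GST-tagged and Flag-tagged HCV core protein residues 1-106 / Times: compound-protein-antibody incubation 4 h at 22.5 °C / Signal: time-resolved FRET, ex 340 nm, em 617 and 671 nm / Evaluation: % inhibition based on acceptor/donor emission ratio / Benchmarks: wells lacking GST-core106 and wells with excess unlabelled core106 / Repeats: singlicate, one well per compound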
proCasp3 act: activators of human procaspase-3 D3A mutant, primary screen, biochemical, absorbance, PC-3 D3A mutant, single concentration | recombinant procaspase-3 D3A, Ac-DEVD-pNA absorbance 405 nm | activation, % at 8.5 µM | actives 0.11% (n = 330,000) | AID 463141, 2010;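 active = activation above the mean of all tested compounds plus 3 SD, cut at about 21% in these data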;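 note: 0% = DMSO alone and 100% = DMSO wells spiked with extra 5 µM PC-3 D3A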
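Evaluation: percent activation relative to control range; Material: Procaspase-3 D3A mutant, all three cleavage aspartates alanine; Compound: single dose, 8.5 µM nominal compound, 0.8% DMSO; Replication: one well per compound; Signal: absorbance at 405 nm, 0 and 120 min; Schedule: 1 h preincubation plus 2 h reaction at 25 °C.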
PP1 inh: PP1-alpha phosphatase inhibitors, primary screen, counter-screen for PP5 inhibitor project, biochemical, fluorescence, OMFP substrate, single point; inhibition, % at 6.7 µM; actives 0.9% (n = 320,000); Serine/threonine-protein phosphatase PP1-alpha catalytic subunit (Homo sapiens), P62136; purified PP1alpha;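 active = inhibition above the mean inhibition of all tested compounds plus 3 SD, computed separately for each screening campaign, cut at about 15% in these data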
Target sequence (P62136 whole entry, looked up): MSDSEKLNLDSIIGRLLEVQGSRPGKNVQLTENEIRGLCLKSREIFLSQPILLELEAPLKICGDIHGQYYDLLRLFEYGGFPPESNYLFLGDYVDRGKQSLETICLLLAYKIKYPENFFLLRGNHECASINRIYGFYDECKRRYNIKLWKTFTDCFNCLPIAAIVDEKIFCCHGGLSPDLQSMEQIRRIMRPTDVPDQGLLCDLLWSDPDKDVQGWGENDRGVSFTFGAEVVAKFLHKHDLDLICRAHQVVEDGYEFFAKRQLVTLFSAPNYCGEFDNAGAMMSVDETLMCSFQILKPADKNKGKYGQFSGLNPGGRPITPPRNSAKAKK
TPT1 inhibitor: Candida albicans TPT1 enzyme inhibitors, primary screen, biochemical, fluorescence polarization | tRNA 2'-phosphotransferase TPT1 (Candida albicans SC5314) | AID 1962, 2009 | actives 0.81% (n = 300,000) | inhibition, % at 5 µM | recombinant caTPT1, FP RNA substrate dephosphorylation;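 active = inhibition above the mean of all tested compounds plus 3 SD, set per screening campaign, cut at about 24% in these data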;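 note: plate controls were DMSO alone for no effect and ferristatin control at 100 nM for full effect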
procasp7 counter: procaspase-7 activators, primary screen, counter-screen for procaspase-3 activator project, biochemical, absorbance, HTS, human; activation, % at 8.5 µM; recombinant procaspase-7, Ac-DEVD-pNA absorbance 405 nm; D23A/D198A/D206A triple mutant, cannot self-cleave; scale: DMSO 0, 5 µM enzyme 100; actives 0.093% (n = 330,000); Caspase-7 (Homo sapiens), P55210;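 active = percent activation above the screen-wide mean plus 3 SD, cut at about 25% in these data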
Target sequence (P55210 whole entry D23A/D198A/D206A): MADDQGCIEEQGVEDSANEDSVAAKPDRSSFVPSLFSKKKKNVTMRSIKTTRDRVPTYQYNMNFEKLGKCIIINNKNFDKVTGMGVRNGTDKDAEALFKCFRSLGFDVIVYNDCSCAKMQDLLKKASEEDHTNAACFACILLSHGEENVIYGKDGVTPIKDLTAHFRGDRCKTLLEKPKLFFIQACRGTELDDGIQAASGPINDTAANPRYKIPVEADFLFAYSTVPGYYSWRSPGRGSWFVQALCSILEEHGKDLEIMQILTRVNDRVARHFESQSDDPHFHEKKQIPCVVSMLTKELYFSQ
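Replicates: singlicate. Assay system: Procaspase-7 triple mutant (PC-7 D3A). Signal: 405 nm absorbance of p-nitroaniline. Times: 1 h preincubation, 2 h reaction. Buffer or medium: Zinc-free HEPES pH 7.4 with 300 mM NaCl, 0.01% Triton X-100. Also added: DEVD-pNA substrate. Benchmarks: DMSO wells as 0%, DMSO with 5 µM added PC-7 as 100%.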
PP5 inh: PP5 phosphatase inhibitors, primary screen, biochemical, fluorescence; Serine/threonine-protein phosphatase 5 (Homo sapiens), P53041; inhibition, % at 6.7 µM; actives 0.18% (n = 320,000); purified PP5c, OMFP substrate fluorescence;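 active = inhibition above the campaign's mean inhibition across all tested compounds plus 3 SD, cut at about 9.5% in these data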;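 note: 0% = DMSO only and 100% = 100 µM cantharidin control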
CTSL1 counter: Fasciola hepatica cathepsin L1 inhibitors, primary screen, counter-screen for PFM18AAP inhibitor project, biochemical, QFRET, fluorogenic peptide substrate; inhibition, % at 5.96 µM; recombinant F. hepatica cathepsin L1, Z-Leu-Arg-MCA fluorescence; actives 0.49% (n = 300,000);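 active = inhibition above the mean of all tested compounds plus 3 SD, set per screening campaign, cut at about 17% in these data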;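 note: 0% = plate median of test compound wells and 100% = 1 µM Z-Phe-Ala-diazomethylketone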
Efflux pump mplx: inhibitors of Candida efflux pumps in yeast, primary screen, S. cerevisiae, Nile Red, multiplex | S. cerevisiae Candida pump triplex | inhibition, % at 10 µM | actives 0.44% (n = 330,000);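 active = plate passing quality check with inhibition over a set limit, or well fluorescence over plate mean plus 4 SD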;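 note: Nile Red retained in pooled yeast measured as flow cytometry median fluorescence; 0% = buffer negative control and 100% = Enniatin B positive control; higher means more Nile Red kept so more efflux inhibition; some compounds called inactive have numbers as strong as hits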
GASC-1 inh: inhibitors of GASC-1 histone demethylase, primary screen, biochemical, fluorescence, DELFIA europium. Lysine-specific demethylase 4C (Homo sapiens), Q9H3R0. GST-JMJD2C(1-420) H3K9me3 demethylation. inhibition, % at 2.35 µM. actives 0.069% (n = 330,000). AID 2099, 2009;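 active = more than half of a compound's replicate wells show inhibition beyond 50%, single wells judged on their own value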;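 note: signal counts dimethyl H3K9 product captured on neutravidin plate; 0% = median of DMSO wells and 100% = 0.3 times that DMSO median; strong numbers were not always called active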
Target sequence (Q9H3R0 1-420 limits assumed): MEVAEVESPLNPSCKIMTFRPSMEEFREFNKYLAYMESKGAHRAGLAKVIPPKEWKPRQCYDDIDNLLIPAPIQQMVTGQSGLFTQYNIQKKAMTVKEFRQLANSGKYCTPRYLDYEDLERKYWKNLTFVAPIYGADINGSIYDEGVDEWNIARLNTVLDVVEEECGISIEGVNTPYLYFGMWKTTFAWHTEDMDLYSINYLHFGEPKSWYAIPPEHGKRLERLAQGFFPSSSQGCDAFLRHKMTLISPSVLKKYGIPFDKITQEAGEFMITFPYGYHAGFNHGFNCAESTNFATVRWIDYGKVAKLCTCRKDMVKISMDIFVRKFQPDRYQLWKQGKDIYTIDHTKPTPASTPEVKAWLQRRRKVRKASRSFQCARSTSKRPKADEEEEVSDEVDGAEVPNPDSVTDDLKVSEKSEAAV
* hit, by the source's call; . = not tested or not shown.

SMILES	core dimer inh	proCasp3 act	PP1 inh	TPT1 inhibitor	procasp7 counter	PP5 inh	CTSL1 counter	Efflux pump mplx	GASC-1 inh
CCCC(=O)N1CCN(c2nc(CC(C)C)c3c(c2C#N)CCC3)CC1	12	1	2	-1	2	1.8	-2	-0.1	3
CCCCC(=O)Nc1ccc(C(=O)Nc2ccc(S(=O)(=O)Nc3nccc(C)n3)cc2)cc1	-2	-3	-1	-1	-2	1.6	-1	-0.1	-10
CSc1nc(-c2ccccc2)c2cc(Cl)ccc2n1	0	2	0	-1	-2	2.2	1	0.3	-1
Cc1cc(C)c(C)c(S(=O)(=O)N2C(=S)NC(=O)C2C(C)C)c1C (stereo unspecified)	3	-3	-1	-4	-10	0.4	-3	0.0	-2
O=S(=O)(c1ccc(Cl)cc1)N1CCN(c2ccc(N3CCOCC3)nn2)CC1	1	0	-1	0	7	-1.5	1	0.1	2
O=C(OCC(=O)N1CCCC1)c1ccc(Cl)c([N+](=O)[O-])c1	-4	4	-1	-3	13	-0.8	-3	0.2	1
CC1CCN(C(=O)CN(c2ccc(Oc3ccccc3)cc2)S(C)(=O)=O)CC1	0	-8	-2	-4	-5	3.6	0	0.0	-2
COC(=O)/C=C1\SC(=NC(=O)c2ccc(-c3ccccc3)cc2)NC1=O	.	-5	.	.	-16	.	.	-0.3	5
O=C(C[n+]1ccccc1)N/N=C/c1ccc(O)cc1	-3	6	1	-3	-3	0.8	-1	0.0	24
O=C(Nc1nc2cc3c(cc2s1)OCO3)C1CC1	2	-3	-1	-1	-4	-1.6	0	0.5	-3
COc1cc(OC)cc(C(=O)N2CCC(n3c(C)nc4cc(F)ccc43)CC2)c1	-4	-2	2	-2	6	0.4	1	0.0	-9
O=C(CN1c2ccccc2Sc2ccccc21)NNC(=S)Nc1ccc(Cl)cc1	7	2	3	-4	-1	-1.7	4	0.0	-25
O=c1c2ccccc2nc2c3ccccc3c(NCc3ccccn3)nn12	6	6	-1	-4	4	2.0	4	0.2	2
O=C(OCC(=O)c1ccc[nH]1)c1ccccc1	6	-2	-3	1	5	2.9	-2	0.1	20
COCCN(C(=O)Nc1ccc(F)cc1F)c1nc2ccccc2s1	-9	-1	-3	3	-15	1.5	0	0.4	-1
CCSc1nc2c(c(=O)[nH]c(=O)n2C)n1C	-7	-10	1	-4	-9	1.4	-5	-0.2	9
O=C(CSCc1ccc(Cl)cc1)Nc1ccc2c(c1)OCO2	1	-7	-1	-6	3	1.4	1	-0.1	-2
COC(=O)c1ccc(NC(=O)CSc2nncn2-c2cccnc2)cc1	6	-2	-4	-6	6	1.8	-5	-0.1	4
Cc1cc(NC(=O)CSc2nc3ccccc3c(=O)n2C(C)c2ccccc2)no1 (stereo unspecified)	5	6	-1	-6	9	5.7	5	-0.1	-6
Cc1ccc(N(C)S(=O)(=O)c2c[nH]c3ccc([N+](=O)[O-])cc23)cc1	-4	-4	2	-1	1	4.8	-2	0.1	-8
O=C(Cn1cc2c(n1)CCCC2)Nc1ccccc1Cl	3	8	-3	1	-12	-0.8	1	0.3	-3
COCCCNC(=O)CCc1ccccc1	1	12	1	3	-8	0.7	2	0.6	-7
O=C(O)Cc1ccc(NC(=O)C2CC=CCC2C(=O)O)cc1 (stereo unspecified)	-13	-6	1	-1	-6	0.6	-4	0.1	-8
COc1cc2c(cc1OC)C(C)N(C(=O)Nc1ccccc1)CC2 (stereo unspecified)	10	7	-5	-1	-1	-0.2	-2	0.1	0
Cc1ccnc(NS(=O)(=O)c2ccccc2)c1	1	1	-1	4	15	-6.4	0	0.4	-4
N#CCCN(C(=O)Nc1ccccc1)c1ccccc1	3	0	-1	0	-10	1.3	-1	0.0	-12
Cc1sc(NC(=O)CSc2nc(O)cc(=O)[nH]2)nc1-c1ccccc1	1	0	2	-3	0	0.1	-4	-0.1	-16
COCCN(C(=O)COC(=O)CCOc1cccc(C)c1)c1c(N)n(Cc2ccccc2)c(=O)[nH]c1=O	-9	2	-2	-2	6	-0.6	-12	-0.3	0
CCOC(=O)CC(NS(=O)(=O)c1ccc(OC)c(C)c1)c1cccc([N+](=O)[O-])c1 (stereo unspecified)	0	0	0	-1	9	0.3	2	-0.2	-4
CCCn1cc2c(c1-c1cccc(C)c1)c(=O)n(C)c(=O)n2C	-3	8	2	-7	2	0.6	5	-0.1	9
Cc1cc(=O)oc(C)c1C(=O)NCCC(C)C	-1	-6	-5	-2	5	0.3	0	-0.1	-1
CSc1nc(SCC(=O)NCc2ccco2)c2c3c(sc2n1)COC(C)(C)C3	10	-12	1	1	-22	5.0	3	-0.1	4
C[C@@]12CCC[C@@](C)(C(=O)O)C1CC[C@@]13C[C@@H](NCc4ccccc4)[C@@](C)(CCC12)C3 (stereo partly specified)	.	8	-3	.	0	-1.7	.	0.2	2
O=C(Nc1nnc(-c2ccc(F)cc2)o1)C1CCCN1S(=O)(=O)c1cccs1 (stereo unspecified)	-4	-8	-1	-2	1	-0.7	-1	0.0	10
O=C(NCc1cccnc1)Nc1ccc(Cl)cc1	-2	1	-4	0	4	3.2	3	-0.1	2
CC1CCN(C2=NC(=O)/C(=C/c3ccccc3F)S2)CC1	22	-2	2	-2	-4	0.5	-1	0.0	-17
CCOC(=O)c1cnc2c(c(C)nn2C)c1Oc1cc(Cl)cc(Cl)c1	0	-4	2	-2	4	2.7	0	-0.1	-5
CC(C)(C)n1nc2c(c1NC(=O)c1ccc(Br)cc1)CS(=O)C2 (stereo unspecified)	-6	8	8	-3	10	-0.2	0	0.1	-1
COCCn1c(SCC(=O)Nc2ccc(C(N)=O)cc2)nc2c([nH]c3ccccc32)c1=O	-2	-5	-4	1	-4	0.2	3	0.3	4
CC1CCc2c(sc(NC(=O)/C=C/c3cccs3)c2C(=O)O)C1 (stereo unspecified)	-2	10	1	-1	3	-2.2	0	-0.1	-8

Single records, as listed above. Values in the order: core dimer inh	proCasp3 act	PP1 inh	TPT1 inhibitor	procasp7 counter	PP5 inh	CTSL1 counter	Efflux pump mplx	GASC-1 inh
Cc1ccc(N(C)S(=O)(=O)c2c[nH]c3ccc([N+](=O)[O-])cc23)cc1 reads -4	-4	2	-1	1	4.8	-2	0.1	-8
O=C(Cn1cc2c(n1)CCCC2)Nc1ccccc1Cl reads 3	8	-3	1	-12	-0.8	1	0.3	-3
CCSc1nc2c(c(=O)[nH]c(=O)n2C)n1C reads -7	-10	1	-4	-9	1.4	-5	-0.2	9
O=c1c2ccccc2nc2c3ccccc3c(NCc3ccccn3)nn12 reads 6	6	-1	-4	4	2.0	4	0.2	2
O=C(Nc1nnc(-c2ccc(F)cc2)o1)C1CCCN1S(=O)(=O)c1cccs1 (stereo unspecified) reads -4	-8	-1	-2	1	-0.7	-1	0.0	10

Further results follow.
SMILES	core dimer inh	proCasp3 act	PP1 inh	TPT1 inhibitor	procasp7 counter	PP5 inh	CTSL1 counter	Efflux pump mplx	GASC-1 inh
CCCCN(C(=O)C1CC1)C1CCS(=O)(=O)C1 (stereo unspecified)	-5	-3	1	-5	3	-1.9	-3	0.0	-3
COc1ccccc1NC(=O)Cn1nc(C)n2cccc2c1=O	-5	-1	-1	3	3	-0.9	0	0.1	11
Cc1ccc(S(=O)(=O)N(C)CC(=O)OCC(=O)N2CCN(c3ccccc3)CC2)cc1	-2	7	-1	1	4	0.5	-45	-1.7	11
COC(C(=O)Nc1ccnn1C1CCN(Cc2nccs2)CC1)c1ccccc1 (stereo unspecified)	9	7	2	-2	5	0.5	-1	-0.2	-7
COc1cc(C)ccc1S(=O)(=O)n1nc(C)cc1C	1	8	-2	-4	-5	2.9	-2	0.0	-17
Fc1ccc(-n2c(Cn3nnc4ccccc43)n[nH]c2=S)cc1	-1	2	-1	0	9	-2.4	-4	0.1	-7
O=C(CCN1C(=O)c2ccccc2C1=O)C1=NN[C@@H]2C(=O)N(c3cccc(Cl)c3)C(=O)[C@H]12	-1	-2	-2	1	6	3.3	0	0.1	12
COc1ccc(-c2nnc(SCC(=O)N3CCCC3)o2)c(OC)c1	-8	-7	-1	-1	4	-2.5	1	0.1	8
CCOc1ccc(CCNC(=O)c2cc(-c3ccccc3)c(N3CCOCC3)s2)cc1	14	15	8	0	4	-0.9	1	-0.1	5
Cc1cc(C)cc(NC(=O)CN2CCc3ccccc3C2)c1	0	-2	2	1	5	-0.2	-1	-0.1	7
CCOC(=O)C1=C(C)N(CCCCCC(=O)O)C(=O)NC1c1cccc([N+](=O)[O-])c1 (stereo unspecified)	-1	5	-4	3	-5	0.3	-2	0.0	-46
C/C(=N\Nc1ccc(F)cc1F)c1ccc(N2CCOCC2)cc1	-2	-1	-3	0	-2	2.6	6	-0.2	-4
COc1ccccc1-n1c(=O)[nH]c2c(C(N)=O)nc(-c3cccnc3)nc21	-2	4	-1	-1	2	-1.2	4	0.0	-12
C/C(=C\C(=O)c1ccc(Cl)cc1)Nc1ccc(N2CCOCC2)cc1	-5	-13	0	0	-8	0.6	1	-0.1	-1
Cc1ccc(C(=O)Nc2cc([N+](=O)[O-])ccc2F)s1	8	-3	1	0	9	3.0	-2	0.1	-5

Two consecutive records from above, for reference:
SMILES	core dimer inh	proCasp3 act	PP1 inh	TPT1 inhibitor	procasp7 counter	PP5 inh	CTSL1 counter	Efflux pump mplx	GASC-1 inh
CCCCN(C(=O)C1CC1)C1CCS(=O)(=O)C1 (stereo unspecified)	-5	-3	1	-5	3	-1.9	-3	0.0	-3
COc1ccccc1NC(=O)Cn1nc(C)n2cccc2c1=O	-5	-1	-1	3	3	-0.9	0	0.1	11
